CCT chaperon mod = High-Throughput Screening for Modulators of Cytosolic Chaperonin Activity; purified chaperonin ATPase assay, HTRF ADP detection, 30 min; activity change, % (concentration not given with the values), hits read low; 0.3% of 360,000 active; AID 651819, 2012; in the data active means activity change below about -30%; further: on the % scale 0 is the no-effect control and ±100 the full control effect
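Nucleotide hydrolysis assay: TRiC at 20–40 nM final (set by batch activity) with 10 uM ATP, 30 min at 37 °C, in presence of 76 uM compound. Detection by competitive ADP HTRF, 30 min ambient.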
EPAC1 ag = qHTS for Agonist of cAMP-regulated guanine nucleotide exchange factor 3 (EPAC1): primary screen; Rap guanine nucleotide exchange factor 3 (Homo sapiens), O95398; EPAC1 agonist qHTS, biochemical assay; response scale: 100% = response to 6.5 mM cAMP; Potency, µM (series often up to 154 µM), for the others: top-dose activation, hits mostly activators; 0.073% of 360,000 active; further: potency means the concentration at half of the fitted maximal effect; nearly all actives have a fitted effect of over 60% in size
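Normalized to 6.5 mM cAMP, activity reflects EPAC1-catalysed release of BODIPY-GDP from Rap1B, followed kinetically over 30 min at 480 nm excitation, 540 nm emission. Reaction contained 100 nM EPAC1, 250 nM Rap1B-BODIPY-GDP, 50 uM GDP.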
PI5P4K alpha inh = qHTS for Inhibitors of phosphatidylinositol 5-phosphate 4-kinase (PI5P4K) | PI5P4Kalpha enzyme, ADP-Glo luminescence, 60 min; hits give low values | 1.2% of 330,000 active | AID 652105, 2013 | max response, % | Phosphatidylinositol 5-phosphate 4-kinase type-2 alpha (Homo sapiens), P48426; active means max response of -50% or lower; inconclusive means between -30% and -50%; inactive means -30% or higher; further: value at the top dose of about 77 µM; on the % scale 0 is the no-effect control and ±100 the full control effect
Target sequence (P48426 whole entry, looked up): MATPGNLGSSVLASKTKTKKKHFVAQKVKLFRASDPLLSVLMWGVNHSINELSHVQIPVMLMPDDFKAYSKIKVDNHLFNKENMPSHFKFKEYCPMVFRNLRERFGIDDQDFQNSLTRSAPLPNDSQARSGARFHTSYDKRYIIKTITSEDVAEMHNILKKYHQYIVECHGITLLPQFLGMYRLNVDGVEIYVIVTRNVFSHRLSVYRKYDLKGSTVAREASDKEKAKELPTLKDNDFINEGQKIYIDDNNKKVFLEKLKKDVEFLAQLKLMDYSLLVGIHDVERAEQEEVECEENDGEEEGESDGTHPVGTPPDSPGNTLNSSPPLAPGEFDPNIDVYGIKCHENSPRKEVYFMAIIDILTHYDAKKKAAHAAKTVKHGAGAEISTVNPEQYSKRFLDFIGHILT
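Luminescence from ADP-Glo served as readout of PI5P4Kalpha activity in a qHTS format. Reaction: enzyme, substrate, compound, ATP at 5 microM final, 60 min at RT.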
EPAC1 antag = qHTS for Antagonist of cAMP-regulated guanine nucleotide exchange factor 3 (EPAC1): primary screen | EPAC1 GEF assay, Rap1b-BODIPY-GDP exchange fluorescence | Potency, µM (series often up to 115 µM), inactives show at the highest dose activity change, negative = inhibition, usual class: inhibitors | 0.14% of 360,000 active | AID 720709, 2013;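 further: potency means the concentration at half of the fitted maximal effect; plate controls were vehicle for no effect and positive control for full effect; nearly all actives have a fitted effect of over 50% in size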
IL-2 act = qHTS of IL-2 Activators | IL-2 activation reporter assay, cell-based qHTS; stimulated with anti-CD3/CD4/CD28 beads; in transgenic mouse T cells | 0.065% of 360,000 active | activation, % (series mostly up to about 46 µM); in the data active means activation above about 50%; inconclusive means mostly about 30% to 49%; further: 0% is about no effect
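EGFP and DsRed fluorescence is measured by plate cytometry in unstimulated transgenic mouse T cells exposed to compound for 60 minutes, then stimulated 18 hours at 37 degrees C with anti-CD3/anti-CD4 beads plus anti-CD28.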
EPAC2 agonist = qHTS for Agonist of cAMP-regulated guanine nucleotide exchange factor 4 (EPAC2): primary screen | Rap guanine nucleotide exchange factor 4 (Homo sapiens), Q8WZA2 | EPAC2 activation, biochemical qHTS; response scale: 100% = 6.5 mM cAMP response | 0.079% of 360,000 active | Potency, µM (highest dose often 154 µM), inactives show at the highest dose activation, most hits filed as activators; further: potency means the concentration at half of the fitted maximal effect; nearly all actives have a fitted effect of over 50% in size
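Setup: EPAC2 100 nM, labeled Rap1B complex 250 nM, free GDP 50 uM. Compound titrations pinned in, brief spin, 5 min room temperature incubation. Kinetic fluorescence read over 30 min, normalized to 6.5 mM cAMP.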
WRN inhibitor = qHTS for Inhibitors of WRN Helicase; AID 651768, 2012; 0.46% of 360,000 active; Potency, µM (highest dose often 114 µM), for inactives: at the highest dose activity change, negative = inhibition, actives largely listed as inhibitors; Bifunctional 3'-5' exonuclease/ATP-dependent helicase WRN (Homo sapiens), Q14191; WRN helicase unwinding, fluorescent forked duplex, kinetic; further: potency means the concentration at half of the fitted maximal effect; on the % scale 0 is the no-effect control and ±100 the full control effect; nearly all actives have a fitted effect of over 55% in size
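Primary qHTS, 1536-well format. 20 nM WRN + compound, 15 min RT; start with 100 nM forked fluorophore/quencher duplex, 2 mM ATP (final); kinetic read ex 525/em 598 nm.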
PLK1 PBD inh = qHTS for Inhibitors of PLK1-PDB (polo-like kinase 1 - polo-box domain): Primary Screen; Potency, µM, inactives show max response, negative = inhibition, hits mostly inhibitors; Plk1 PBD binding of FITC phosphopeptide, fluorescence polarization; 2.8% of 360,000 active; Serine/threonine-protein kinase PLK1 (Homo sapiens), P53350; further: potency means the concentration at half of the fitted maximal effect; series mostly up to about 57 µM; on the % scale 0 is the no-effect control and ±100 the full control effect; nearly all actives have a fitted effect of over 65% in size
Target sequence (P53350 whole entry, looked up, the tested form may be a part): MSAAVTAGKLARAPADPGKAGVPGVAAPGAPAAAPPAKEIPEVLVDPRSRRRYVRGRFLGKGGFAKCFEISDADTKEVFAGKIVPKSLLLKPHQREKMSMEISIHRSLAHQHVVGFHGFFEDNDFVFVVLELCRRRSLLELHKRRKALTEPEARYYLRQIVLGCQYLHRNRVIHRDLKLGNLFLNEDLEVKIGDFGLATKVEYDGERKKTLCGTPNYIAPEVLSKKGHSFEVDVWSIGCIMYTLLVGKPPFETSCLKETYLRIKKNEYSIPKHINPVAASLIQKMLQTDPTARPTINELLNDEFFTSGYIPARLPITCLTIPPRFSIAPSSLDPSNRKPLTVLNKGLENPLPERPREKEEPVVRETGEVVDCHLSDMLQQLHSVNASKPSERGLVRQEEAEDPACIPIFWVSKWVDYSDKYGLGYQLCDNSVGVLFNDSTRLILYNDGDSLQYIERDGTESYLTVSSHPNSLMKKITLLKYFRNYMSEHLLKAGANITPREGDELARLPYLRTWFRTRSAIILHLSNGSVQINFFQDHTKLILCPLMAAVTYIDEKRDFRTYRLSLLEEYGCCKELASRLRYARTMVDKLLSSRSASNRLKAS
* hit, by the source's call; ? = inconclusive; nt = not tested or not shown; [ ] = another dose, or the depositor's remark. Unless noted, the call rests on the fitted dose curve; in most records, active means well fitted curve in the direction sought with a large enough effect; inconclusive means small, poorly fitted or top-dose-only effect, or another doubt; inactive means no such curve, though single readings can be large; an effect the other way counts as inactive or inconclusive.

SMILES	CCT chaperon mod	EPAC1 ag	PI5P4K alpha inh	EPAC1 antag	IL-2 act	EPAC2 agonist	WRN inhibitor	PLK1 PBD inh
Cc1ccc(C)c(C(=O)N(Cc2nc(-c3ccc(Cl)cc3)no2)C(C)C)c1	-0.5	-4.8%	11.4	-12.7%	-3.9	1.8%	-5.2%	-4.0%
CCCC(=O)NC1=C(C#N)C2(CCCC2)Cc2ccccc21	-2.6	7.0%	nt	7.5%	0.9	5.3%	2.9%	-8.6%
CCOC(=O)C1CCN(C(=O)COc2ccc([N+](=O)[O-])cc2)CC1	1.2	9.7%	2.5	?	0.7	3.7%	-2.5%	0.3%
CC(C)c1ccc(OCC(=O)NC(=S)Nc2ccc3c4c(cccc24)CC3)cc1	1.6	13.1%	nt	-3.8%	8.4	11.1%	-12.0%	1.1%
CCc1cccc2c1NC(=O)C21N2CCCC2C(C(=O)c2ccc3ccccc3c2)C12C(=O)Nc1ccccc12 (configuration not stated)	-1.4	6.1%	-20.1	-23.5%	-0.3	-0.1%	-26.2%	-19.4%
CCCN(CCC)S(=O)(=O)c1ccc(C(=O)Nc2c(C)n(C)n(-c3ccccc3)c2=O)cc1	0.9	-9.1%	2.1	-5.0%	-2.3	2.4%	4.2%	-7.6%
COc1cccc(NC(=O)Cn2c(=O)c3c(ncn3Cc3ccccc3)n(Cc3ccccc3)c2=O)c1	-7.6	15.3%	-1.0	-26.4%	-1.7	0.9%	-5.7%	-16.7%
CC(=O)c1cccc(S(=O)(=O)NCCCN2CCOCC2)c1	-0.3	8.9%	-1.6	-1.1%	1.3	-5.8%	-3.6%[11.6 µM]	0.5%
CC(=O)c1c(Cl)nc2ccc(Br)cc2c1-c1ccccc1	-0.6	7.8%	0.5	-23.4%	2.1	15.6%	-3.4%	-15.9%
O=C(COc1ccc2c(c1)CCC2)Nc1ccccn1	-0.8	?	-15.2	-10.6%	0.0	1.7%	1.3%	-1.8%
Cc1cccc(C)c1NC(=O)Cn1nc(-c2ccc(Cl)s2)ccc1=O	1.6	10.5%	3.9	-10.3%	0.7	-5.4%	-7.9%	-4.9%
NC(=O)C1CCN(c2nc(-c3ccccc3)nc3c2oc2ccccc23)CC1	1.2	1.7%	nt	19.2%	-1.7	2.7%	-10.5%	-6.2%
CC(=O)N1CCN(CCN=CC2=C(O)CC(C)(C)CC2=O)CC1	-4.8	2.3%	nt	4.0%	-2.0	6.8%	7.7%	-2.7%
COC(=O)c1ccc(NC(=O)CSc2nnc(C3CC3)n2C)cc1	3.0	-7.2%	-8.3	6.1%	-0.4	1.9%	-10.7%	-4.8%
CC(CCc1ccccc1)NCc1ccc(Cl)cc1Cl (configuration not stated)	-10.4	-1.3%	-1.1	-7.6%	0.6	14.4%	9.9%	6.7%
CCC(=O)Nc1cc(=O)[nH]c2ncnn12	-3.9	8.0%	nt	0.0%	-0.2	9.6%	-0.9%	-6.3%
NC(=O)c1[nH]cnc1N=NN(CCO)Cc1ccccc1	0.2	-6.0%	-8.1	17.3%	-2.1	9.7%	4.6%	-2.1%
COc1ccc(N/N=C(\C#N)C(=N)N2CCCCC2)cc1	0.9	-7.9%	-1.3	11.5%	0.7	4.1%	4.6%	5.5%
COc1ccc(-c2nn(-c3ccccc3)cc2C(=O)NC2CCC(C)CC2)cc1 (configuration not stated)	1.0	14.7%	-0.8	-12.2%	-0.9	-12.1%	-8.1%	0.7%
CSc1ccc(C(=S)N2CCN(C)CC2)cc1	-5.4	3.3%	nt	11.0%	-0.1	3.2%	6.3%	29.9µM*
COc1cc2c(O)cc(C(=O)O)c(-c3cc(OC)c(OC)c(OC)c3)c2cc1OC	-2.3	-5.6%	-0.4	12.2%	-0.8	-3.6%	-2.3%[11.6 µM]	3.8%
CCc1ccc(N2CC(C(=O)Nc3nc4ccc(S(C)(=O)=O)cc4s3)CC2=O)cc1 (configuration not stated)	-0.9	12.3%	-7.7	-19.8%	1.1	1.2%	2.2%	?
O=C1OCCN1C(=O)[C@H]1[C@H](c2ccc([N+](=O)[O-])cc2)C(c2cccc(Cl)c2)=NN1c1ccccc1	1.2	5.7%	15.5	-5.8%	0.3	5.2%	0.5%	-4.6%
Cc1cc2c(cc1S(=O)(=O)NCc1ccc(N(C)C)cc1)OCC(=O)N2	0.8	-2.5%	1.7	9.1%	-2.0	-2.9%	3.4%	3.3%
COc1ccc(NS(=O)(=O)c2ccc(C)c(C(=O)N(C)Cc3ccc(OC)cc3OC)c2)cc1	-1.4	3.8%	-1.3	-2.4%	-4.9	-6.8%	-1.5%	1.2%
CCOC(=O)Nc1ccc(S(=O)(=O)N(C)C(C)C)cc1	0.7	0.0%	0.1	0.0%	-2.9	4.8%	4.1%	0.6%
COc1cc(C(=O)O)ccc1OCc1ccncc1	0.2	-5.6%	3.9	-16.8%	0.7	-0.3%	11.5%	-2.6%
CCn1cc(/C=C(\NC(=O)c2ccccc2)C(=O)NCCN2CCOCC2)c2ccccc21	1.0	8.4%	-5.3	-6.5%	-0.8	-7.7%	3.3%	-2.0%
COc1ccc(Cl)cc1NC(=O)CSc1nc2sccc2c(=O)[nH]1	1.4	2.4%	-53.5*	-0.9%	-0.3	1.6%	-20.7%	?
COC(=O)c1ccc2c(=O)n(CCN3CCOCC3)c(SCC(=O)Nc3ccccc3OC)nc2c1	2.0	-10.2%	-0.5	3.6%	-3.4	3.2%	21.0%	0.5%
CC(C)c1nn2c(N)c(/C=C3\C=Nc4ccccc43)c(=O)nc2s1	0.1	-15.1%	-23.9	-18.6%	1.6	-6.2%	?	-17.5%
CCOc1nc(OCC)nc(-n2cc(-c3ccccc3)nn2)n1	-2.0	3.4%	-2.6	9.2%	1.5	-5.6%	7.7%	-11.9%
CN(C)c1cccc(NC(=O)C2Cc3c(-c4ccc(Cl)cc4)ccnc3O2)c1 (configuration not stated)	1.4	-7.2%	-1.7	-4.8%	-0.5	8.1%	-1.1%	2.4%
C#CCOCCOCCOCCNc1nc(N2CCN(C(=O)CCCCCCCCCCNC(=O)[C@H](CO)n3cc(CCCSC)nn3)CC2)nc(N2CCN(C(=O)CCCCCCCCCCNC(=O)[C@H](CO)n3cc(CCCSC)nn3)CC2)n1	-3.7	-7.3%	0.6	-4.3%	-0.3	2.5%	-8.2%	5.3%
O=C(O)C[C@H]1c2ccc(C(F)(F)F)cc2S(=O)(=O)N1C1CCCCC1	-1.5	-4.1%	0.0	8.1%	1.4	1.8%	-30.0%	-4.4%
O=C(N/N=C/c1ccc(Cl)cc1Cl)C(=O)NC1CC1	-0.6	1.5%	1.2	3.9%	-1.5	-0.2%	-2.6%	-10.0%
CCn1cc(C(=O)O)c(=O)c2cc(F)c(N/N=C/c3ccccc3[N+](=O)[O-])cc21	-1.3	9.8%	?	4.0%	0.9	-1.5%	?	-12.4%
CCCCCCCCCCCNC(=O)c1ccoc1C	1.8	-19.8%	-18.7	?	0.2	-29.8%	50.1µM*	?
NS(=O)(=O)c1cccc(NC(=O)COC(=O)CSCc2ccccc2)c1	-1.7	-3.8%	-1.8	-2.8%	-0.5	1.9%	-25.1%	-14.0%
C[n+]1nc(Nc2ccccc2)sc1-c1ccc(O)cc1	0.8	4.2%	-3.3	-9.7%	-1.4	5.6%	-10.1%	-5.4%
CC(C)COc1ccc(C2NC(=O)NC2=O)cc1 (configuration not stated)	-12.7	6.9%	-8.3	-0.4%	-3.3	6.2%	-0.3%	-8.6%
COc1cc(C(=O)NCC(=O)NC(C)c2ccc(-n3ccnc3)cc2)cc(OC)c1OC (configuration not stated)	-0.9	2.5%	9.9	-8.5%	0.2	6.9%	-7.4%	-7.1%
NCCc1nnc(SCC(=O)Nc2cccc(Cl)c2)o1	-0.1	-5.7%	9.5	?	-0.3	13.7%	8.9%	-17.1%
Clc1ccc(SCCOCCN2CCOCC2)cc1	0.9	1.5%	-8.8	-14.2%	0.1	-1.3%	7.7%	-14.1%
CCOC(=O)N1CCN(C(=O)CN(c2cc(Cl)ccc2OC)S(=O)(=O)c2ccccc2)CC1	1.9	4.3%	-6.3	5.0%	-3.6	-7.9%	4.2%	-7.1%
CCOc1ccc2nc(N(CCN(C)C)C(=O)c3cc4ccccc4cc3OC)sc2c1	-2.8	5.5%	-11.9	-22.5%	0.3	26.1%	-4.2%	-9.4%
CCCCN(C)c1c(C)nc2ccc(C(=O)NCCCn3ccnc3)cn12	1.5	-2.7%	5.9	15.6%	-0.2	-8.4%	0.7%[57.1 µM]	-1.5%
CCNC(=O)c1ccc(-n2nc(C)cc2-c2ccccc2)cc1	-4.2	-1.3%	8.3	-3.6%	1.6	-11.9%	6.5%	?
CCOC(=O)C1(C)CCCN(C(=O)c2ccc3snnc3c2)C1 (configuration not stated)	-1.2	-1.4%	0.3	0.0%	0.5	9.9%	1.6%	-5.6%
CCc1ccc(S(=O)(=O)Nc2ccc(O)c3c(=O)cc(-c4ccccc4Cl)oc23)cc1	-4.6	11.2%	4.9	-7.5%	-0.1	4.7%	-5.8%	-9.4%
Cn1c(CNc2ccccc2O)nc2ccccc21	-0.1	-0.7%	-0.7	-4.9%	1.4	5.5%	-3.7%	-11.1%
CC(=O)NC(c1cc(Cl)c2ccccc2c1O)C(C)C (configuration not stated)	nt	-17.3%	nt	-13.4%	-0.5	1.0%	nt	nt
O=C(O)C1(c2cccc(Cl)c2)CCC1	1.3	-5.8%	5.5	-0.3%	0.9	-2.5%	0.2%[57.1 µM]	-2.3%
CNC(=O)CC1C(=O)N(C)C(=S)N1NC(=O)c1ccccc1 (configuration not stated)	-1.0	-5.3%	2.6	12.9%	0.1	6.6%	-2.5%	-0.4%
O=C(Nc1cccc(Cl)c1)c1cc(S(=O)(=O)N2CCOCC2)cs1	-1.3	1.7%	-5.7	-1.5%	-5.5	16.3%	-14.9%	5.0%

This is a subset; rates above refer to the full screens.
